High-throughput results deposited in PubChem BioAssay by several laboratories.
GRK2 inh: blocks RNA aptamer binding to human GRK2 | P25098 | bead flow cytometry, FAM-aptamer displacement from GRK2 | inhibition of aptamer binding, % at 10 µM | actives 0.59% (n = 330,000) | AID 488847;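 active means inhibition of aptamer binding above 40%, roughly 3 SD of noise, on plates passing a quality check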;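 further: median bead fluorescence of bound FAM aptamer so fluorescent compounds give negative values; no value below 0 was filed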
Target sequence (P25098 whole entry, looked up): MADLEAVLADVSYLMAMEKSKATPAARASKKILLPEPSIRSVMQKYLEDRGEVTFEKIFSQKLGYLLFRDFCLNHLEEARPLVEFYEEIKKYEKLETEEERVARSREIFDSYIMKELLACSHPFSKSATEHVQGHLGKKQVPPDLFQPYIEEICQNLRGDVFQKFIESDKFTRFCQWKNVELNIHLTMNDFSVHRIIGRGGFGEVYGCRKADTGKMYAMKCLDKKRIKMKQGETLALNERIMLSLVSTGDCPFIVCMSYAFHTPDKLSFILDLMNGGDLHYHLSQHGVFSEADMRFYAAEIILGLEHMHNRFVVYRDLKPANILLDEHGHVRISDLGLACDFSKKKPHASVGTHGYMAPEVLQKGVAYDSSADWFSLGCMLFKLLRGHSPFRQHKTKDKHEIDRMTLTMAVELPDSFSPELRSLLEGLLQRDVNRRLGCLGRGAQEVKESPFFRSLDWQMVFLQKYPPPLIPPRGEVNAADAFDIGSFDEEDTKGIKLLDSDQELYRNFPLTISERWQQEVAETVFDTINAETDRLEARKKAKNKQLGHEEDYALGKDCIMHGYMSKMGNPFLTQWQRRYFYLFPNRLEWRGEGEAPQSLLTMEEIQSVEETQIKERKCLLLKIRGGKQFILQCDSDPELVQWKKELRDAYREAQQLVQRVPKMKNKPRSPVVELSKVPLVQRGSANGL
GLD-1 RNA inh: GLD-1-TGE RNA interaction inhibition (C. elegans); Q17339; purified GLD-1 + fluorescein TGE RNA, fluorescence polarization; inhibition, % at 5.96 µM; actives 0.44% (n = 320,000);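 active means percent inhibition above a per-plate cutoff, the plate mean of test compounds plus 3 SD, cut at about 30% in these data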;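 further: 0% = DMSO wells with GLD-1 and probe and 100% = wells lacking GLD-1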
CIT2-GFP yeast: alters CIT2-GFP fluorescence in TOR pathway yeast screen | S. cerevisiae CIT2-GFP strain, flow cytometry, 3 h; 100 means same as DMSO wells | GFP response vs DMSO, % at 10 µM | actives 0.065% (n = 320,000) | AID 2029;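 active means GFP response relative to DMSO above a set limit, near the screen mean plus 3 SD, cut at about 150% in these data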;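 further: ratio of well median GFP fluorescence to mean of DMSO wells on the plate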
MEX-5 binding: C. elegans MEX-5 TCR-2 RNA binding activity; MEX-5/FITC-TCR2 RNA binding, fluorescence polarization; active compounds read low; Q9XUB2; actives 0.38% (n = 300,000); activity score (negative = inhibition of binding), % at 10 µM; AID 1832;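 active means inhibition past about -25% in most replicates, and total fluorescence under double the plate's negative control median, limit read from the data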;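 further: 0% = DMSO and -100% = 5 µM competing unlabeled TCR2 RNA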
BCLXL inh: blocks human Bcl-xL binding to Bim BH3 peptide; inhibition, % at 10.9 µM; AID 2129; actives 0.7% (n = 320,000); GST-Bcl-xL / FITC-Bim BH3 peptide fluorescence polarization; Q07817;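 active means inhibition above the mean of all tested compounds plus 3 SD, cutoff set per campaign, cut at about 30% in these data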;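 further: 0% = DMSO wells and 100% = unlabeled Bim-BH3 peptide competitor; inhibitors lower millipolarization by displacing the labeled peptide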
Fam108B counter: counter-screen for RBBP9 inhibitors: inhibitors of mouse Fam108B; actives 0.33% (n = 300,000); inhibition, % at 9.51 µM; recombinant Fam108B, FP-Rh probe fluorescence polarization; AID 1947;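 active means inhibition above the screen mean inhibition plus 3 SD, computed separately per campaign, cut at about 18% in these data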;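 further: inhibitors lower polarization as less probe binds the enzyme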
AGP1-GFP MLPCN: alters AGP1-GFP fluorescence in TOR pathway yeast screen | S. cerevisiae AGP1-GFP multiplex flow cytometry, 3 h; GFP as percent of DMSO wells | GFP response vs DMSO, % at 10 µM | actives 0.02% (n = 320,000) | AID 2066;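 active means GFP response relative to DMSO above a set limit, near screen average plus 3 SD, cut at about 150% in these data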;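 further: median GFP channel fluorescence of the gated AGP1 strain per well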
VLA-4 inh: inhibition in a human VLA-4 binding assay. VLA-4 expressing cells, ligand binding flow cytometry. inhibition, % (about 7 µM as worked out from the volumes in the protocol). AID 2557. P13612. actives 0.2% (n = 330,000); in the data active means inhibition above about 50%
MCL1-BIM inh: disrupts human MCL1 binding to BIM-BH3 peptide. Q07820. GST-MCL1 / FITC-Bim-BH3 fluorescence polarization. inhibition, % at 10.9 µM. actives 0.68% (n = 320,000);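 active means inhibition above the mean inhibition of all tested compounds plus 3 SD, set per campaign, cut at about 40% in these data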;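 further: 0% = DMSO wells and 100% = unlabeled Bim-BH3 peptide control; higher means more loss of mP so more displacement of Bim peptide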
Target sequence (Q07820 whole entry, looked up): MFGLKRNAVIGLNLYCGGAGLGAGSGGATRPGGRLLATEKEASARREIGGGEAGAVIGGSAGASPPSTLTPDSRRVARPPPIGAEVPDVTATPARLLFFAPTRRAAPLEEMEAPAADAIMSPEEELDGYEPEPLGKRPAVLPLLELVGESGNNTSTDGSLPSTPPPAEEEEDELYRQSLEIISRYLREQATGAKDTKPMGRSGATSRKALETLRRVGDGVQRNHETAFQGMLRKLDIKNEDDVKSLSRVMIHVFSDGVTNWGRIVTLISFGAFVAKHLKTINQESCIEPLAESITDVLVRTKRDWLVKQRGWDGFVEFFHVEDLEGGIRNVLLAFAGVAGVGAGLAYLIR
Numbers without * were called inactive; . = not tested or not shown; & = joins results of further samples.

SMILES	GRK2 inh	GLD-1 RNA inh	CIT2-GFP yeast	MEX-5 binding	BCLXL inh	Fam108B counter	AGP1-GFP MLPCN	VLA-4 inh	MCL1-BIM inh
CNc1nc2c3ccccc3n(C(C)=O)c2s1	0	-3	101	1.5	-1	4	95	7	-14
COc1ccccc1N1CCN(C2CCCN(Cc3cccc(O)c3)C2)CC1 (centres undefined)	0	3	95	0.4	-1	-3	127	21	-3
COc1cc2c(cc1OC)CN(C(=O)CSc1nc(N)c(C#N)cc1C#N)CC2	3	4	91	-1.7	6	1	92	-7	-3
COC(=O)CCC(=O)N1CCOCCOCCOCC1	1	9	102	0.1	2	3	101	-3	-3
CCOCCCn1cnc2c3cc(F)ccc3n(C)c2c1=O	1	6	95	.	0	-2	102	15	2
COc1cc2c(cc1OC)C(CSc1ccccc1C(=O)O)=NC(C)(C)C2	0	-4	92	-1.3	2	2	97	2	-3
O=C(NN=Cc1ccc(O)cc1)c1ccccc1NS(=O)(=O)c1cccs1	13	14	89	.	.	.	99	19	.
COC(=O)C1Cc2ccccc2CN1C(=O)CCl (centres undefined)	3	-11	88	0.4	7	-6	96	7	-1
Cc1ccc(CNC(=O)CCOc2ccc(C(C)(C)C)cc2)cc1	0	-2	94	1.2	-3	-1	100	4	-12
CC(C)(C)OCC(O)CN1CCN(C(=O)c2ccccc2)CC1 (centres undefined)	0	-2	90	-3.3	5	3	93	8	2
COC(=O)c1c(C)[nH]c(C(=O)OC(C)C(=O)N2CCOCC2)c1C (centres undefined)	0	7	89	-2.9	0	0	108	15	-6
CC1=[N+]([O-])C(N2CCOCC2)C(O)(c2ccccc2)C1 (centres undefined)	0	2	104	0.8	-1	3	101	-1	18
CCN1C(=O)[C@H]2[C@@H](c3ccc(C)cc3)N3C(=O)N(c4ccc(OC)cc4)C(=O)[C@@]3(C)[C@H]2C1=O	3	-4	95	0.6	-2	0	84	23	-6
O=C(COC(=O)C12CC3CC(CC(O)(C3)C1)C2)Nc1ccc(Cl)c(S(=O)(=O)N2CCOCC2)c1	0	8	99	.	.	.	108	-3	.
CC(=O)OC[C@]12CC[C@H]3[C@@](C)(CC[C@H]4C(C)(C)CCC[C@]34C)[C@@H]1C[C@@H](C1=CC(=O)O[C@@H]1OC(C)=O)O2	6	0	106	.	.	.	102	25	.
N#Cc1ccc(-c2ccc(F)cc2)nc1Oc1ccc(Cl)c(Cl)c1	0	1	114	-1.1	-1	3	108	10	4
CCCCNS(=O)(=O)c1ccc(S(=O)(=O)n2cnc3ccccc32)cc1	1	10	.	.	11	0	90	11	4
CC(C)NS(=O)(=O)c1ccc(OCC(=O)Nc2ccc3c(c2)OCCO3)cc1	2	-3	100	0.9	-1	-3	104	1	-1
O=[N+]([O-])c1cc(-n2cccc2)ccc1N1CCOCC1	1	13	87	-1.5	0	0	90	13	-1
COc1cc(/C=C/C(=O)NC(C)CCc2ccccc2)cc(OC)c1OC (centres undefined)	2	-6	97	-1.1	-1	-23	98	.	4
O=[N+]([O-])C1=CC=C2C(=NC3(CCCCC3)N2O)C1=NCCO	0	6	102	0.5	8	1	98	9	5
CCCC(=O)N1CCCC(c2nc(-c3cccc(OC)c3)no2)C1 (centres undefined)	4	1	99	-1.4	3	-1	87	0	-4
CC(=O)Nc1ccc(NC(=O)C(C)OC(=O)/C=C/c2cccs2)cc1 (centres undefined)	1	5	97	1.7	-5	3	106	11	-14
COc1ccccc1OCC(=O)N(Cc1nc(-c2ccc(Cl)cc2)no1)C(C)C	1	3	99	-2.2	5	2	102	21	3
O=C(COC(=O)c1cccnc1Cl)Nc1cccc(S(=O)(=O)N2CCCCC2)c1	4	3	98	1.5	-2	1	103	18	-9
Remaining list, next part.
SMILES	GRK2 inh	GLD-1 RNA inh	CIT2-GFP yeast	MEX-5 binding	BCLXL inh	Fam108B counter	AGP1-GFP MLPCN	VLA-4 inh	MCL1-BIM inh
CC(=O)Nc1ccc(S(=O)(=O)N(Cc2ccccc2)c2ccccc2)cc1	3	6	106	-0.8	-2	1	108	5	-5
COC(=O)C(Cc1cnc[nH]1)NC(=O)C1CCC(=O)N1 (centres undefined)	4	0	95	-2.3	4	2	101	58*	1
CCN(CCO)C(=O)c1ccc2nc(Cc3ccc(OC)cc3)oc2c1	4	2	102	1.1	4	5	103	4	11
C[C@@H](CN1C2=NC[C@H](Cc3ccc(O)cc3)N2C[C@H]1Cc1ccc(O)cc1)NC(=O)CCC1CCCCC1	0	1	101	-0.6	1	2	102	5	-3
Cc1cccc(NC(=O)CCS(=O)(=O)c2cccc3nonc23)c1C	2	-5	96	-2.3	1	1	97	15	-4
Cc1cc2ccccc2c(=O)n1CC(=O)NCCC1=CCCCC1	0	-4	104	-1.0	-3	-2	101	-14	-2
O=C(O)CN1C(=O)CSc2ccccc21	1	-7	93	0.0	4	-1	103	36	3
Cc1ccc(NS(=O)(=O)c2c(C)[nH]c(=O)[nH]c2=O)cc1C	1	5	107	1.0	6	3	112	-4	6
CCOc1nc(-c2ccc(C)cc2)ccc1-c1noc(COC)n1	0	2	87	-2.8	7	1	96	18	6
CN(C1(C)CCS(=O)(=O)C1)S(=O)(=O)c1ccc2ccccc2c1 (centres undefined)	3	0	104	1.2	5	-2	113	9	8
CCc1noc(C)c1C(=O)Nc1ccc(S(=O)(=O)N2CCCCC2)cc1	2	1	98	0.8	-1	-3	108	6	-3
COc1ccc2nc(SCc3ccccc3C)nc(C)c2c1	1	0	114	-0.8	2	-6	106	3	6
FC(F)(F)c1cccc(N2Cc3ccccc3C2)c1	0	-3	110	-1.7	5	-2	105	-2	-1
FC(F)(F)c1ccc(NC(=S)NCc2ccccc2)cc1	0	3	96	3.0	1	-4	100	27	-2
COC(=O)c1cccnc1NC(=S)NC1CCCCC1	0	2	91	-1.9	-12	-1	97	-1	-5
Cc1cc(-c2csc(N)n2)c(C)n1-c1ccc(Cl)c(Cl)c1	3	-7	80	1.4	2	-2	99	6	3
CCNC(=O)/C(C#N)=C/c1c(N(Cc2ccccc2)Cc2ccccc2)nc2ccccn2c1=O	0	-5	101	3.2	-2	1	102	3	-4
CC1CCCC(NC(=O)COC(=O)/C=C/c2ccc(S(=O)(=O)N3CCOCC3)cc2)C1C (centres undefined)	1	-13	93	-1.1	-12	1	97	1	-12
Cc1nc2ccccc2c(=O)n1/N=C/c1ccncc1	83*	9	105	-3.4	0	-1	105	-1	3
Cc1ccc(C(=O)Nc2ccccc2N2CCN(C(=O)C(C)C)CC2)cc1	0	-5	109	.	5	-1	114	31	0
Cc1c(C(=O)OCC(=O)NC(C)c2ccccc2)oc2ccccc12 (centres undefined)	4	4	105	0.4	1	-6	99	-9	7
COc1ccc(C(=O)NCC(=O)N2CCNC(=O)C2)cc1OC	0	9	103	1.3	-4	-3	99	1	-2
C[n+]1ccccc1/C=N/O	3&0	1&4	87&77	1.7&-8.6	2&-20	-5&4	93&83	6&28	-7&-22
O=C(c1cc(COc2ccc(F)cc2Cl)on1)N1CCN(c2cnccn2)CC1	4	5	93	3.6	3	-1	94	18	-1
C=C(C(=O)c1ccccc1)C(C)CC(=O)c1ccccc1 (centres undefined)	0	-1	83	1.1	3	0	90	12	2
Going on with the list.
SMILES	GRK2 inh	GLD-1 RNA inh	CIT2-GFP yeast	MEX-5 binding	BCLXL inh	Fam108B counter	AGP1-GFP MLPCN	VLA-4 inh	MCL1-BIM inh
CCN1CCN(c2ccccc2NC(=O)c2ccc(-n3cccn3)cc2)CC1	0	12	102	.	-16	.	99	-9	-19
O=C(NCC1CCCO1)c1cccc(NC(=O)c2ccccc2)c1 (centres undefined)	3	6	96	-1.0	-3	-3	94	-19	-2
O=C(CSCc1ccc(Cl)cc1)Nc1cccc(C(=O)Nc2ccccc2C(=O)O)c1	4	-1	97	0.7	6	-14	102	5	5
O=C1Cc2ccccc2Sc2ccc(O)cc21	3	-3	84	2.6	-2	-1	88	24	-2
COc1ccc(C2SCC(=O)N2c2nc3ccccc3s2)cc1 (centres undefined)	5	5	100	0.5	7	-6	97	-4	5
COc1ccccc1C(=O)N/C(=C/c1ccc(Br)cc1)C(=O)NCCCn1ccnc1	0	4	106	-2.5	2	0	97	0	2
CC(C)CC(c1nnnn1C(C)(C)C)N1CCN(Cc2ccccc2)CC1 (centres undefined)	0	-5	95	2.5	1	-1	99	0	2
CC(C)C(=O)Nc1ncc(Cc2cccc(Cl)c2)s1	1	-1	94	0.4	1	-1	112	1	4
CCOc1ccc(-n2nnc3c(=O)n(CC(=O)c4ccccc4)cnc32)cc1	0	7	100	-3.8	1	-3	100	3	4
CC(C)C(NC(=O)c1ccccc1Cl)C(=O)OCc1nc2scc(-c3ccccc3Cl)c2c(=O)[nH]1 (centres undefined)	0	-5	93	6.2	-4	-10	95	11	-3
COc1ccc(OCc2cc(/C=N\NC(=O)c3ccccc3)ccc2OC)cc1	0	-2	95	3.2	3	-21	102	-6	-7
O=C(c1ccc(COc2ccc(Br)cc2)o1)N1N=C(C(F)F)CC1(O)C(F)F (centres undefined)	0	0	103	-0.4	-4	-5	109	7	-7
COc1ccccc1NC(=O)COC(=O)c1c(C)nn(-c2ccccc2)c1C	0	1	102	.	1	.	101	-15	0
Cc1sc(NC(=O)CSc2nnc(COc3ccccc3)n2C)c(C#N)c1C	0	1	96	.	3	-1	101	13	-1
COCCN(C(=S)Nc1ccc(OC)cc1)C(C)c1cccs1 (centres undefined)	0	8	94	-1.0	3	-3	95	5	2
CC1=C(C)/C(=N\OC(=O)/C=C/c2ccccc2)C=CC1=O	0	3	98	0.0	1	3	100	8	-6
COc1cccc(CNC(=O)COC(=O)CN(C)S(=O)(=O)c2ccc(NC(C)=O)cc2)c1	0	2	104	0.9	6	-2	105	-3	-5
COC(=O)c1ccc(NC(=O)c2ccccc2N(C)S(=O)(=O)c2ccccc2)cc1	0	3	86	-1.6	5	-5	89	-1	2
O=C(NCC1CCCO1)C(c1cccnc1)N(C(=O)Cc1cccs1)c1cccnc1 (centres undefined)	1	6	100	-2.3	1	-2	101	33	0
O=C(Nc1ccc(N2C(=O)CCC2=O)cc1Cl)c1cccs1	3	-2	83	1.8	-9	0	88	6	-7
COc1cccc(CNC(=O)CC(NC(=O)c2ccccc2)c2ccccc2)c1 (centres undefined)	0	1	97	2.3	4	-1	104	21	-2
COc1cc(-c2nc3cnccn3c2Nc2ccccc2)ccc1O	2	3	113	-0.9	9	0	108	-77	2
CCOc1cccc(CN(C)CC2CCCN(CCc3ccc(Cl)cc3)C2)c1O (centres undefined)	0	6	100	0.3	4	0	97	-6	5
CC1CC1C(=O)N(CCC1=CCCCC1)c1c(N)n(Cc2ccccc2)c(=O)[nH]c1=O (centres undefined)	0	6	103	1.8	-12	-1	113	3	-7
CCOC(=O)c1cnc2ccccc2c1NCCc1ccc(OC)c(OC)c1	0	2	101	1.0	3	-3	107	22	1
CC(C)(C)OC(=O)NCCCCCc1cn([C@@H](CO)C(=O)NCCCCCCCCCCC(=O)N2CCN(C(=O)OC(C)(C)C)CC2)nn1	2	8	103	.	5	-1	106	18	2

Ordered by the number under VLA-4 inh (largest number first): 3 from the list above.
Structure | VLA-4 inh
CC(C)C(NC(=O)c1ccccc1Cl)C(=O)OCc1nc2scc(-c3ccccc3Cl)c2c(=O)[nH]1 (centres undefined) | 11
CC(C)CC(c1nnnn1C(C)(C)C)N1CCN(Cc2ccccc2)CC1 (centres undefined) | 0
COc1cccc(CNC(=O)COC(=O)CN(C)S(=O)(=O)c2ccc(NC(C)=O)cc2)c1 | -3
